TPT1 inh: Candida albicans TPT1 enzyme inhibitors, primary screen, biochemical, fluorescence polarization | recombinant caTPT1, FP RNA substrate dephosphorylation | inhibition, % at 5 µM | tRNA 2'-phosphotransferase TPT1 (Candida albicans SC5314) | actives 0.81% (n = 300,000);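 active = inhibition above the mean of all tested compounds plus 3 SD, set per screening campaign, cut at about 24% in these data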;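 note: plate controls were DMSO alone for no effect and ferristatin control at 100 nM for full effect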
Fh CTSL1 inh: Fasciola hepatica cathepsin L1 inhibitors, primary screen, counter-screen for PFM18AAP inhibitor project, biochemical, QFRET, fluorogenic peptide substrate | AID 1906, 2009 | recombinant F. hepatica cathepsin L1, Z-Leu-Arg-MCA fluorescence | inhibition, % at 5.96 µM | actives 0.49% (n = 300,000);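 active = inhibition above the mean of all tested compounds plus 3 SD, set per screening campaign, cut at about 17% in these data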;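 note: 0% = plate median of test compound wells and 100% = 1 µM Z-Phe-Ala-diazomethylketone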
core dimer inh: inhibitors of HCV core protein dimerization, primary screen, biochemical, TR-FRET, high-throughput; TR-FRET GST/Flag-core106 dimerization, 1536-well; inhibition, % at 5 µM; actives 0.33% (n = 300,000);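 active = inhibition above the mean of all tested compounds plus 3 SD, set per screening campaign, cut at about 45% in these data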
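Test system: GST/Flag-tagged HCV core106 proteins; Medium: KF-containing HEPES buffer, pH 7.45, DTT, CHAPS, BSA; Times: compound-protein-antibody incubation 4 h at 22.5 °C; Detection: TR-FRET 671 and 617 nm emission; Benchmarks: wells lacking GST-core106 and wells with excess unlabelled core106.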
PP1 inh: PP1-alpha phosphatase inhibitors, primary screen, counter-screen for PP5 inhibitor project, biochemical, fluorescence, OMFP substrate, single point | Serine/threonine-protein phosphatase PP1-alpha catalytic subunit (Homo sapiens), P62136 | purified PP1alpha | inhibition, % at 6.7 µM | actives 0.9% (n = 320,000) | AID 2235, 2010;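 active = inhibition above the mean inhibition of all tested compounds plus 3 SD, computed separately for each screening campaign, cut at about 15% in these data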
ZTA DNA inh: counter-screen for EBNA-1 inhibitors: inhibitors of Epstein-Barr virus ZTA. P03206. ZTA-DNA binding, fluorescence polarization. inhibition, % at 11 µM. actives 0.15% (n = 320,000); in the data active = inhibition above about 33%
Target sequence (P03206 whole entry, looked up): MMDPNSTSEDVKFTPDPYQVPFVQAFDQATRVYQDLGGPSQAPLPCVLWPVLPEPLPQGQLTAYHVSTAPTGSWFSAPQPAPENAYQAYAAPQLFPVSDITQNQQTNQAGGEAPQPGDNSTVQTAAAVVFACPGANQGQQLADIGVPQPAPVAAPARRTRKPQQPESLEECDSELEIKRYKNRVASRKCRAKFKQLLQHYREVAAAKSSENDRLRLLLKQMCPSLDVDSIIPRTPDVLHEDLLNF
EBNA-1 inh: EBNA-1 DNA-binding inhibitors, primary screen, biochemical, fluorescence polarization; inhibition, % at 14.8 µM; actives 0.34% (n = 300,000); AID 1950, 2009; in the data active = inhibition above about 28%
CR mimetic SO: reduction of superoxide in aged yeast, primary screen, HTS. actives 0.18% (n = 330,000). AID 2690, 2010. S. cerevisiae aged cells, superoxide DHE fluorescence; stronger effect = lower value. superoxide response (% of plate mean), % at 10 µM;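 active = superoxide response under a set limit, about three screen SD below normal, cut at about 65% in these data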;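 note: yeast aged for seven days with compound at 30 °C before DHE staining; 100% = average MFI of all compound-treated wells on the plate with controls excluded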
JMJD2C inh: inhibitors of GASC-1 histone demethylase, primary screen, biochemical, fluorescence, DELFIA europium | GST-JMJD2C(1-420) H3K9me3 demethylation | inhibition, % at 2.35 µM | actives 0.069% (n = 330,000) | AID 2099, 2009 | Lysine-specific demethylase 4C (Homo sapiens), Q9H3R0;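 active = more than half of a compound's replicate wells show inhibition beyond 50%, single wells judged on their own value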;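 note: signal counts dimethyl H3K9 product captured on neutravidin plate; 0% = median of DMSO wells and 100% = 0.3 times that DMSO median; strong numbers were not always called active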
PP5 primary: PP5 phosphatase inhibitors, primary screen, biochemical, fluorescence; Serine/threonine-protein phosphatase 5 (Homo sapiens), P53041; purified PP5c, OMFP substrate fluorescence; inhibition, % at 6.7 µM; actives 0.18% (n = 320,000); AID 1987, 2009;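 active = inhibition above the campaign's mean inhibition across all tested compounds plus 3 SD, cut at about 9.5% in these data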;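 note: 0% = DMSO only and 100% = 100 µM cantharidin control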
Target sequence (P53041 whole entry, looked up): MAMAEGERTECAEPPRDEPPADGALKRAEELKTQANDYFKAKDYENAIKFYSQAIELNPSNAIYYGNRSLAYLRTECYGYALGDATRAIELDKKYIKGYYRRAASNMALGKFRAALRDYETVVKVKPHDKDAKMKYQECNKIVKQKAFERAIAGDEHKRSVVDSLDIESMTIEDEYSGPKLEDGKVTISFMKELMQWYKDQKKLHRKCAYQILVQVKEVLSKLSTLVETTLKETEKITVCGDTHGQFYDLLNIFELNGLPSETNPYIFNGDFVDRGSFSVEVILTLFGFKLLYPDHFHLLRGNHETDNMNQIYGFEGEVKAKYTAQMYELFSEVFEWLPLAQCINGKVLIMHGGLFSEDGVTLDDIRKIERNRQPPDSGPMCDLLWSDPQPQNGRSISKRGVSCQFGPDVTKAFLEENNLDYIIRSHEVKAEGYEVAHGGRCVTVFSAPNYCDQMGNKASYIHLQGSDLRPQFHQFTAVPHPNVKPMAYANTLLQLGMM
Starred values were filed as active, the others as inactive; i = inactive; . = not tested or not shown.

Compound	TPT1 inh	Fh CTSL1 inh	core dimer inh	PP1 inh	ZTA DNA inh	EBNA-1 inh	CR mimetic SO	JMJD2C inh	PP5 primary
N#Cc1ccccc1S(=O)(=O)N1CCN(C(=O)C2CCCC2)CC1	1	-2	1	-1	7	-5	111	-13	1.7
COCCn1c(N)c(N(Cc2ccccc2)C(=O)C2CCCCC2)c(=O)[nH]c1=O	-1	3	0	-3	3	11	107	4	-1.6
COc1ccc(NC(=O)C2CCCN(S(C)(=O)=O)C2)cc1Cl (configuration not stated)	1	2	-4	-7	14	1	93	-7	0.9
O=C(OCCCN=C1NS(=O)(=O)c2ccccc21)c1cccs1	-5	-4	-2	-2	-4	-8	116	-1	1.0
COc1ccc([N+](=O)[O-])cc1NC(=O)C1CCCN1S(=O)(=O)c1cccs1 (configuration not stated)	0	2	2	-2	7	-2	94	3	-0.6
COc1ccc(-c2nc(CCNC(=O)c3cccs3)cs2)cc1	0	-4	-3	-2	4	3	105	4	2.1
O=C(CCn1cnc2ccccc2c1=O)Nc1nc(-c2ccc(Br)cc2)cs1	1	-1	-21	6	16	32*	100	-3	-1.8
O=c1ccc(-c2nc3cc(Cl)ccc3n2Cc2ccccc2)c[nH]1	-6	1	-3	-3	-7	-11	95	55	4.3
O=C(CCc1nc2ccccc2c(=O)[nH]1)Nc1cc(Cl)ccc1N1CCCCC1	.	.	.	7	-5	.	96	-3	1.8
CCCCN1c2cc(C)c(O)cc2C(C(=O)OCC)C1C (configuration not stated)	-4	4	1	-4	-6	11	108	1	3.5

Retrieved by structure from the entries so far:
Compound	TPT1 inh	Fh CTSL1 inh	core dimer inh	PP1 inh	ZTA DNA inh	EBNA-1 inh	CR mimetic SO	JMJD2C inh	PP5 primary
COc1ccc([N+](=O)[O-])cc1NC(=O)C1CCCN1S(=O)(=O)c1cccs1 (configuration not stated)	0	2	2	-2	7	-2	94	3	-0.6
O=C(OCCCN=C1NS(=O)(=O)c2ccccc21)c1cccs1	-5	-4	-2	-2	-4	-8	116	-1	1.0
O=C(CCn1cnc2ccccc2c1=O)Nc1nc(-c2ccc(Br)cc2)cs1	1	-1	-21	6	16	32*	100	-3	-1.8
O=C(CCc1nc2ccccc2c(=O)[nH]1)Nc1cc(Cl)ccc1N1CCCCC1	.	.	.	7	-5	.	96	-3	1.8

Arranged by length of the SMILES (ascending): part of the list above
Compound	TPT1 inh	Fh CTSL1 inh	core dimer inh	PP1 inh	ZTA DNA inh	EBNA-1 inh	CR mimetic SO	JMJD2C inh	PP5 primary
O=C(OCCCN=C1NS(=O)(=O)c2ccccc21)c1cccs1	-5	-4	-2	-2	-4	-8	116	-1	1.0
O=c1ccc(-c2nc3cc(Cl)ccc3n2Cc2ccccc2)c[nH]1	-6	1	-3	-3	-7	-11	95	55	4.3
COc1ccc([N+](=O)[O-])cc1NC(=O)C1CCCN1S(=O)(=O)c1cccs1 (configuration not stated)	0	2	2	-2	7	-2	94	3	-0.6

Remaining list, next part
Compound	TPT1 inh	Fh CTSL1 inh	core dimer inh	PP1 inh	ZTA DNA inh	EBNA-1 inh	CR mimetic SO	JMJD2C inh	PP5 primary
Cc1nc2ccc(NC(=O)C3CCN(S(=O)(=O)c4cccs4)CC3)cc2s1	-2	-2	4	1	6	4	94	-3	-1.4
Cc1cc2oc(C(=O)Nc3ccc(S(=O)(=O)Nc4onc(C)c4C)cc3)cc(=O)c2cc1Cl	-3	7	6	0	-2	0	83	3	-0.5
O=C(CCN1CCc2ccccc2C1)Nc1ccc(F)cc1	1	-2	4	3	6	0	109	1	1.0
Cc1ccccc1NC(=O)Cc1nc(COC(=O)c2ccc(S(C)(=O)=O)c([N+](=O)[O-])c2)cs1	.	.	.	2	14	.	92	.	0.6
O=c1onc(-c2ccc(Cl)cc2Cl)n1-c1cccnc1	-1	2	-4	-2	4	5	99	0	-2.0
CCN1CCc2c(sc(NC(=S)NC(=O)c3ccccc3)c2C#N)C1	28*	-1	1	-2	-3	-5	126	37	4.1
Cc1nc(N)c(C#N)c(-c2ccccc2Cl)c1C	1	1	0	-2	-6	-4	113	-4	1.3
C=CCOc1ccccc1CNc1ccc2c(c1)OCCO2	1	1	-2	0	19	6	96	5	-1.5
Cc1ccc(C(=O)N[C@H](C(=O)OCC(=O)NC2CCS(=O)(=O)C2)C(C)C)cc1 (some centres not stated)	0	-7	2	0	4	-9	97	1	0.8
Cc1nc(CCNC(=O)Cc2ccc(F)cc2)cs1	-3	-1	-2	-5	6	-1	105	-5	2.0

Following part.
Compound	TPT1 inh	Fh CTSL1 inh	core dimer inh	PP1 inh	ZTA DNA inh	EBNA-1 inh	CR mimetic SO	JMJD2C inh	PP5 primary
CCN(CC(=O)NCc1ccc(F)cc1)C(=O)c1ccc(Cl)cc1	-1	0	6	-2	1	2	104	-1	0.6
CC(=O)Nc1ccc(OC(F)(F)Cl)cc1	-2	-3	-4	-2	-7	6	95	-2	0.5
O=C(c1cnccn1)N1CCc2c([nH]c3ccccc23)C1c1cccc(Cl)c1 (configuration not stated)	-1	-3	8	-4	18	9	112	-7	0.4
O=C(COCc1cc(-c2ccco2)on1)NC1CCCCC1	-1	7	-12	-13	1	-3	104	1	-8.7
CCOc1ccc(N2C(=O)Nc3ccccc3C2(O)C(=O)NCc2ccc(C)cc2)cc1 (configuration not stated)	3	-4	1	-3	5	6	94	i	-3.9
N#CC1=C(O)C(c2ccccc2)n2c1nc(=O)c1ccccc12 (configuration not stated)	13	-4	10	2	4	-6	103	-2	-1.5
Cc1cccc(Nc2ccc(C(=O)N3CCOCC3)cn2)c1	1	0	-12	-2	17	2	92	0	1.9
COC(=O)c1ccccc1NC(=O)Cn1nc(C(F)(F)F)c2c1CCC2	-3	3	5	-2	7	17	104	3	1.7
COC(=O)Cc1csc(Nc2ccccc2)n1	-2	-2	-8	-2	-14	-10	98	2	3.2
CSc1cccc(NC(=S)N2CCC(N(C)C3CCCC3)CC2)c1	2	0	2	-2	-7	-3	115	-12	0.7

Following part
Compound	TPT1 inh	Fh CTSL1 inh	core dimer inh	PP1 inh	ZTA DNA inh	EBNA-1 inh	CR mimetic SO	JMJD2C inh	PP5 primary
Nc1ncnc(Nc2ccccn2)c1[N+](=O)[O-]	1	8	-8	-5	3	-2	123	-3	-2.2
O=S1(=O)CCC(NC(=S)N2CCCCC2)C1 (configuration not stated)	-3	0	-4	4	2	13	97	9	3.5
O=C(CN(C(=O)Cn1nnc(-c2ccc(F)cc2)n1)c1ccc(F)c(Cl)c1)NCC1CCCO1 (configuration not stated)	-2	1	-12	-2	-10	6	97	7	1.3
Cc1cc(F)c(F)c(C(=O)N2C(C)CCCC2C)c1Cl (configuration not stated)	1	1	1	-1	-14	-4	96	8	-0.8
COc1cccc(N2C(=O)CN(Cc3ccccc3)C2=S)c1	-2	3	0	-1	16	5	108	10	-2.5
O=C(NCc1ccccn1)c1cc2ccccc2oc1=O	-3	1	-4	-6	-12	3	95	-3	-2.2
O=C(CCNC(=O)c1ccc(Br)cc1)NCC1COc2ccccc2O1 (configuration not stated)	-2	-1	-12	2	-4	13	92	.	1.9
Cc1cccc(NC(=O)C(=O)NCC2CCCO2)c1 (configuration not stated)	-9	4	2	-4	2	4	87	-2	0.5
O=C(NCCN1CCCCC1)c1ccc2c(c1)OCCO2	-2	0	1	-10	-13	-4	113	-23	1.9
CCC1CCCCN1C(=O)CSc1nc2c(c(=O)n1C)SC(C)C2 (configuration not stated)	-2	0	2	0	0	-3	105	-5	4.5

Carrying on:
Compound	TPT1 inh	Fh CTSL1 inh	core dimer inh	PP1 inh	ZTA DNA inh	EBNA-1 inh	CR mimetic SO	JMJD2C inh	PP5 primary
Cc1c(C(=O)N(Cc2nccn2C)C(C)C)oc2c(F)cccc12	2	-1	-3	0	6	10	91	17	-0.3
COc1ccc(/C=N/n2c(C)nc3c([nH]c4ccccc43)c2=O)cc1CN1CCCC(C)(C)C1	-1	-4	-2	-8	14	-7	105	15	0.9
COc1ccc(-n2cc(C(=O)c3ccccc3O)cn2)cc1	0	3	0	1	-2	-16	93	-3	4.2
O=C(CSc1ncnc2c1cnn2CCO)Nc1cccc(C(F)(F)F)c1	4	-7	0	1	4	4	97	5	0.0
CCOC(=O)C1CN(S(=O)(=O)c2ccc(OC)cc2)c2cc(CC(=O)OC)ccc2O1 (configuration not stated)	4	-7	11	0	1	2	97	-1	-0.9
CC(C)CN(Cc1c(O)ccc2ccccc12)CC(C)C	1	-3	0	-4	5	-9	103	8	-0.1
C/C(CC(=O)Nc1ccc([N+](=O)[O-])cc1)=N\NC(=O)c1ccccc1O	-2	4	6	-1	12	-1	104	11	0.1
O=C(CCCN=C1NS(=O)(=O)c2ccccc21)OCc1cc([N+](=O)[O-])cc2c1OCOC2	-5	-1	-3	1	-11	-9	102	4	0.0
CC(C)c1cc(C(=O)N2CCCC(CCC(=O)NCc3ccccc3F)C2)n(C)n1 (configuration not stated)	-1	1	2	0	3	13	104	5	0.5
CC(=O)Nc1ccc(S(=O)(=O)Oc2ccccc2N2C(=O)C3C4CCC(C4)C3C2=O)cc1 (configuration not stated)	11	-5	-2	-3	4	7	99	-4	3.4

Entries listed above marked active in TPT1 inh.
Compound | TPT1 inh | core dimer inh | EBNA-1 inh | JMJD2C inh | PP5 primary
CCN1CCc2c(sc(NC(=S)NC(=O)c3ccccc3)c2C#N)C1 | 28* | 1 | -5 | 37 | 4.1

Further results:
Compound	TPT1 inh	Fh CTSL1 inh	core dimer inh	PP1 inh	ZTA DNA inh	EBNA-1 inh	CR mimetic SO	JMJD2C inh	PP5 primary
CCCOc1ccc(C(=O)CCC(=O)NNC(=O)c2cccs2)cc1	.	.	.	-1	-21	.	120	.	1.9
Cc1nn(C)cc1S(=O)(=O)N1CCN(Cc2ccccc2Cl)CC1	-3	-6	-2	-2	-1	-8	125	-18	0.2
Cc1ccc(N2CC(C(=O)Nc3nnc(C)s3)CC2=O)cc1 (configuration not stated)	0	4	3	-1	-16	-4	98	-1	3.2
CN1CCNC(=O)C1CC(=O)N1CC=C(c2ccc(F)cc2)CC1 (configuration not stated)	0	-2	3	1	-4	-3	122	-11	1.9
O=C(NC1CCS(=O)(=O)C1)C1CCCN(S(=O)(=O)c2ccc(Cl)cc2)C1 (configuration not stated)	-3	0	-8	-1	7	5	85	5	-1.2
O=C(CSc1nc2ccccc2[nH]1)c1ccccc1F	-2	-1	-2	-2	7	-6	96	-2	-0.4
O=C(NCCCN1CCN(CCCNC(=O)c2cccc(Cl)c2)CC1)c1cccc(Cl)c1	-7	5	-6	0	4	0	94	-3	-0.4
COc1cnc(-c2ccccn2)nc1Sc1ccc(F)cc1	-4	0	1	43*	-13	-6	91	-6	7.3

Compound activity deposited in PubChem BioAssay by several laboratories.
